Screening results from PubChem BioAssay.
TDP2 inh: human TDP2 enzyme inhibitors, primary screen, biochemical, epi absorbance, recombinant enzyme; inhibition, % at 12.8 µM; T5PNP hydrolysis, p-nitrophenol absorbance 415 nm; Tyrosyl-DNA phosphodiesterase 2 (Homo sapiens), O95551; 370,000 compounds, 0.34% hits;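 active = inhibition above the mean of all tested compounds plus 3 SD, set per campaign, cut at about 25% in these data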;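 also: 0% = DMSO with enzyme and 100% = buffer with substrate but no TDP2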
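Evaluation: % inhibition relative to enzyme-containing and enzyme-free wells. Material: recombinant human TDP2. Benchmarks: enzyme-free and DMSO wells. Timing: enzyme reaction with compound for 2 h at 37 °C. Compound dosing: 12.8 µM only. Measured by: p-Nitrophenol epi absorbance. Reagent: T5PNP substrate at 5 mM, a TopII-DNA adduct mimic. Replication: single well per compound.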
ARFGAP1 inhibitor: inhibitors of rat ARFGAP1 GAP activity, primary screen, biochemical, fluorescence polarization, GDP tracer; ADP-ribosylation factor GTPase-activating protein 1 (Rattus norvegicus), Q62848; Arfgap1-stimulated ARF1 GTP hydrolysis, GDP FP detection; inhibition, % at 16.5 µM; 360,000 compounds, 0.26% hits;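 active = inhibition above a per-plate limit, mean inhibition of low control wells plus 3 SD, cut at about 25% in these data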;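 also: 0% = DMSO wells with enzyme and 100% = wells lacking Arfgap1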
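Material: truncated rat Arfgap1 GAP domain; Incubation: compound-enzyme preincubation 20 min, reaction 120 min, detection 60 min, 25 °C; Read-out: percent inhibition of Arfgap1-stimulated GTP hydrolysis; Technique: FP, GDP Alexa 633 tracer displaced from anti-GDP antibody, 620/688 nm; Controls: No-Arfgap1 wells (100%) versus DMSO full-reaction wells (0%); Replication: single well per compound.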
ADAM10 inh: human ADAM10 inhibitors, primary screen, biochemical, QFRET, HTS; Disintegrin and metalloproteinase domain-containing protein 10 (Homo sapiens), O14672; recombinant ADAM10, EDANS/DABCYL FRET peptide cleavage, 3 h; inhibition, % at 7 µM; 370,000 compounds, 0.62% hits;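 active = inhibition above a per-campaign cutoff equal to the mean of compounds falling between control-based bounds plus 3 SD, cut at about 20% in these data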;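 also: 0% = DMSO wells while the 100% control is not disclosed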
PLC-gamma1 inh: PLC-gamma1 enzyme inhibitors, primary screen, biochemical, fluorescence, purified enzyme; fluorogenic substrate; AID 720700, 2013; 370,000 compounds, 0.84% hits; inhibition, % at 12.2 µM; in the data active = inhibition above about 9.5%
Tn6 DDE FP: inhibitors of Tn6 peptide binding to fibrin DD(E), primary screen, biochemical, fluorescence polarization, human fibrin, Tn6 probe; Fibrin DD(E) TRITC-Tn6 fluorescence polarization displacement; 370,000 compounds, 0.21% hits; inhibition, % at 8.3 µM; Fibrinogen beta chain (Homo sapiens), P02675;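 active = inhibition above a per-campaign cutoff: mean of compounds within control limits plus 3 SD, cut at about 15% in these data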;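 also: 0% = median of all compound wells on the plate and 100% = blocking peptide control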
Tn7 DDE FP: inhibitors of Tn7 peptide binding to fibrin DD(E), primary screen, biochemical, fluorescence polarization, human fibrin, Tn7 probe | FP displacement of FITC-Tn7 peptide from fibrin DD(E); 0% = median of compound wells per plate | AID 720508, 2013 | Fibrinogen beta chain (Homo sapiens), P02675 | inhibition, % at 8.3 µM | 370,000 compounds, 0.13% hits;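 active = inhibition above the mean of compounds falling within the control limits plus 3 SD of them, cut at about 14% in these data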;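 also: 0% = plate median of compound wells and 100% = 10 µM Aha-Tn7 peptide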
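System: human fibrin DD(E); quantity: Fibrin-DD(E) at 2 µM final; also added: fluorescent Tn7 probe at 0.1 µM; compound dosing: single nominal test concentration of 8.3 µM per compound; schedule: 10 min preincubation, 3 h with tracer, room temperature; detection: fluorescence polarization of the labelled Tn7 tracer; repeats: one replicate per compound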
LEDGF integ inh: blockers of LEDGF/p75-dependent integrase strand transfer – biochemical, TR-FRET, high throughput, primary screen | HIV-1 integrase (with human LEDGF/p75) | TR-FRET IN-LEDGF/p75 DNA integration, Eu/Cy5 | inhibition, % at 3.7 µM | 370,000 compounds, 0.64% hits | AID 743269, 2014;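 active = inhibition above the screen-wide mean plus 3 SD, cut at about 13% in these data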;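 also: signal is the Cy5 over europium emission ratio at 671 and 618 nm; 0% = plate median of compound wells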
ADAM17 inh: ADAM17 inhibitors, primary screen, biochemical, QFRET. AID 720648, 2013. Disintegrin and metalloproteinase domain-containing protein 17 (Homo sapiens), P78536. inhibition, % at 6.95 µM. 370,000 compounds, 0.83% hits. recombinant ADAM17, EDANS/DABCYL FRET peptide cleavage;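 active = inhibition above the mean of compounds lying between control limits plus 3 SD, set per campaign, cut at about 8.5% in these data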;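 also: 0% = DMSO-only wells as the low control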
Target sequence (P78536 215-824 limits assumed): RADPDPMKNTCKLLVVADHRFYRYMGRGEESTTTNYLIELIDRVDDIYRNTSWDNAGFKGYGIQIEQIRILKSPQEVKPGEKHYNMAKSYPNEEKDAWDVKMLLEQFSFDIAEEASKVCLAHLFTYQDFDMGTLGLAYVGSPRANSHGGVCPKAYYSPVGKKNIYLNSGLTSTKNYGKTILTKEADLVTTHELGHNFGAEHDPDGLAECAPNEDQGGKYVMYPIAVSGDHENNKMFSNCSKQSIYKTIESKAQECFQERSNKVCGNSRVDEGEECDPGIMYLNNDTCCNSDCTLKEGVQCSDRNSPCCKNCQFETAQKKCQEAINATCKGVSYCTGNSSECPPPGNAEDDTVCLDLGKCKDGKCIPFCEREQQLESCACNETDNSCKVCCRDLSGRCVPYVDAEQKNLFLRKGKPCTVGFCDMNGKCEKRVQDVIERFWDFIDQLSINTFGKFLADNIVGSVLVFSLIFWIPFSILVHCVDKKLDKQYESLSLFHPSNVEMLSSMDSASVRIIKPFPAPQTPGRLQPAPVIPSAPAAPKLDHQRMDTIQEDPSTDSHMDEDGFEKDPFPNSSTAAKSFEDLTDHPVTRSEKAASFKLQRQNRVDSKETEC
KLK7 zymogen act: proKLK7 zymogen activators, primary screen, biochemical, fluorescence intensity; AID 652039, 2013; activation, % at 7 µM; Kallikrein-7 (Homo sapiens), P49862; 370,000 compounds, 0.9% hits; purified proKLK7, EDANS-DABCYL substrate fluorescence; 100% is mature enzyme control, 0% vehicle;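 active = activation above the mean of all tested compounds plus 3 SD, computed per campaign excluding outliers beyond control limits, cut at about 13% in these data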
ASAP1 inh: inhibitors of human ASAP1 ArfGAP activity, primary screen, biochemical, fluorescence polarization | Arf-GAP with SH3 domain, ANK repeat and PH domain-containing protein 1 (Homo sapiens), … | ASAP1-stimulated ARF1 GTP hydrolysis, GDP FP detection | inhibition, % at 16.5 µM | 360,000 compounds, 0.19% hits; in the data active = inhibition above about 25%;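 also: 0% = vehicle with enzyme and substrate and 100% = no enzyme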
Target sequence (Q9ULH1 325-724 limits assumed): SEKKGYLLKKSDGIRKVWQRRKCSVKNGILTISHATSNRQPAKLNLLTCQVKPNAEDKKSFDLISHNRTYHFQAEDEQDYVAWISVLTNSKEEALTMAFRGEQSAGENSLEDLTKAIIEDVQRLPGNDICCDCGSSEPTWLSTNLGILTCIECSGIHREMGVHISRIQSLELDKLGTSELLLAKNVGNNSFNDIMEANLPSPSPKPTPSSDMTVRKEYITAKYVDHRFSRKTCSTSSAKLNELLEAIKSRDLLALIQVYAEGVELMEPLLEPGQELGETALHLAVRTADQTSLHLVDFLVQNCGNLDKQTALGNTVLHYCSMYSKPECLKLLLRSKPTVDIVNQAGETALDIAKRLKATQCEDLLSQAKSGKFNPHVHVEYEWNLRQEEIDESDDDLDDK
Active calls of the source: *; · = not tested or not shown.

TDP2 inh	ARFGAP1 inhibitor	ADAM10 inh	PLC-gamma1 inh	Tn6 DDE FP	Tn7 DDE FP	LEDGF integ inh	ADAM17 inh	KLK7 zymogen act	ASAP1 inh	SMILES
-2	4	8	0	3	-2	0	-4	-0.6	-7	C=CCOC(=O)C1=C[C@H](C(C)(C)C)[C@@H](CCCO)[C@H](OCC)O1
2	6	-8	-1	3	3	2	-2	0.1	2	COc1cc(C(=O)NCCc2ccc(S(N)(=O)=O)cc2)ccc1OCc1c(C)noc1C
-6	2	8	5	-1	-13	0	5	0.1	12	O=C(CSc1ccccn1)N1CCN(c2cccc(Cl)c2)CC1
1	8	-17	-2	3	4	-4	-4	-0.2	-6	O=C(c1cc(Br)ccc1OC(F)F)N1CCN2CCCC2C1 (stereo unspecified)
-3	-1	-2	1	0	3	0	-1	-0.8	5	Cc1ccc(NS(=O)(=O)c2csc(C(N)=O)c2)c(C)c1
-17	-13	6	-8	1	1	7	2	0.4	14	Cc1ccc(C(=O)CC(=O)c2ccc(C)cc2O)cc1
-1	4	-6	0	-8	-7	-2	-3	-0.1	4	O=C(CCCCCN1C(=O)[C@@H]2Cc3ccccc3CN2C1=O)Nc1cccc(F)c1
-5	0	9	2	7	6	-4	0	0.5	-2	Cc1ccc(-c2c[n+](CC(=O)Nc3ccc(C)cc3C)c3n2CCC3)cc1
-13	·	4	-6	-2	-1	2	1	0.6	·	Cc1ccc(S(=O)(=O)N(C)[C@H]2C[C@H]3c4cc(N5CCOCC5)ccc4CCN3C[C@H]2[C@H](C)O)cc1
-4	13	-2	-1	-8	7	-2	-5	0.1	1	COc1ccc(C(=O)Nc2cc(C)on2)cc1S(=O)(=O)N1CC(c2ccccc2)CC1=O (stereo unspecified)
5	-1	-109	-54	-2	-5	3	-29	-3.5	-1	Cc1cccc(C)c1NC(=O)C(c1ccnc2ccccc12)n1c(=O)c(-c2ccco2)nc2ccccc21 (stereo unspecified)
-2	3	1	2	-6	1	2	0	-0.1	0	O=C(Nc1ccc(Cl)cc1C(=O)N1CCOCC1)c1cccc([N+](=O)[O-])c1
-7	0	-4	4	-3	-9	1	3	0.6	13	C[C@@H]1CN([C@@H](C)CO)C(=O)c2cc(Br)cnc2O[C@@H]1CN(C)C(=O)Nc1ccc(F)cc1
1	-1	-3	0	1	-4	4	-3	0.3	-5	COc1ccc(CCN2C(=O)NC(NS(=O)(=O)c3ccc(Cl)cc3)(C(F)(F)F)C2=O)cc1OC (stereo unspecified)
0	9	20*	-3	-4	-4	1	8.8*	-0.7	13	Cc1noc(C)c1COc1ccc(C(=O)OCC(=O)Nc2ccc3ccccc3c2)cc1
0	1	-4	1	-3	-1	-1	1	0.0	-12	CC(C)Cn1c(CN2CCCCC2C)nc2c1c(=O)n(C)c(=O)n2C (stereo unspecified)
-5	12	0	3	-3	-2	2	-4	0.6	-8	CN(C)/C=C1\N=C(c2ccc(Cl)cc2Cl)OC1=O
3	-2	4	0	2	1	-1	-3	0.4	-16	Cc1ccc(-n2ncc3c(=O)n(CC(=O)N4CCN(c5ccccc5F)CC4)cnc32)cc1C
6	-2	8	-1	-4	1	-2	-4	-0.4	4	COc1ccc(C(=O)C2CCCN(C(=O)c3noc4c3CCCC4)C2)c(C)c1 (stereo unspecified)
6	12	-2	2	0	-1	-1	-3	0.2	12	COc1ccc(Cn2nnc3ccccc32)cc1

Later entries
TDP2 inh	ARFGAP1 inhibitor	ADAM10 inh	PLC-gamma1 inh	Tn6 DDE FP	Tn7 DDE FP	LEDGF integ inh	ADAM17 inh	KLK7 zymogen act	ASAP1 inh	SMILES
3	4	-7	-3	7	6	3	-5	-0.7	-4	CC(C)N1CCC(C)(C(=O)Nc2ccc(Cl)c(Cl)c2)C1 (stereo unspecified)
10	-1	-4	1	2	2	-2	-3	-0.8	-6	CCCC(=O)Nc1ccc2c(c1)COC2=O
8	-2	-4	-1	-1	-4	-2	-5	-0.6	-7	CCOc1ccc(NC(=O)C(=O)NCC2CCCN2CC)cc1 (stereo unspecified)
-6	-17	-44	-30	-2	0	0	-11	-0.4	7	CCc1ccc(OCC(=O)NNC(=O)c2cc(S(=O)(=O)N(C)C)ccc2N2CCCC2)cc1
3	0	-7	3	3	-3	-1	-2	-0.1	0	Cc1noc(C)c1CN(C(=S)NC1CC1)c1ccccc1
4	-2	10	-25	-7	-1	2	0	-0.5	5	CN=C1SC(CC(=O)Nc2ccc(F)cc2F)C(=O)N1/N=C(\C)c1cccc(OCC(=O)O)c1 (stereo unspecified)
-3	3	-4	3	-2	-2	0	-2	-0.4	-10	Cn1c(=O)c2c(nc(NCCNC(=O)c3ccco3)n2Cc2ccc(Cl)cc2Cl)n(C)c1=O
-7	3	-7	-1	0	4	-1	-7	0.3	4	COC(=O)C[C@@H]1C=C[C@@H](NC(=O)c2cccnc2)[C@@H](CO)O1
3	-1	-3	0	4	6	-8	-4	0.8	0	CCN(C(=O)CSc1nc2ccccc2n1CC)C1CCS(=O)(=O)C1 (stereo unspecified)
-12	-9	-8	2	4	-8	1	2	-0.1	-5	CCc1nn(CC(=O)O)c(=O)c2ccccc12
11	12	-27	-32	0	2	2	-12	0.1	28*	NC(Cc1ccc(C(F)(F)F)cc1)c1csc(Nc2ccc(C(=O)NCc3ccco3)cn2)n1 (stereo unspecified)
-14	-12	-11	-3	5	2	-11	-5	-0.1	-10	CCC(Oc1ccccc1)C(=O)NCCOC (stereo unspecified)
-3	8	0	-2	-7	1	-9	-3	-0.4	-5	CCCCCCc1c(C)nc(-n2[nH]c(C)c(CCO)c2=O)[nH]c1=O
-1	-9	-104	-66	1	3	-1	-38	2.4	2	CC(C)COC(=O)c1cc(=O)[nH]c2ccccc12
7	6	-34	-2	-2	4	-3	-8	0.2	15	COC(=O)/C=C/c1cnc2ccccc2c1
-4	7	-177	0	-8	-5	3	-38	0.6	4	O=C(NCc1cccnc1)c1cnc2sccn2c1=O
-10	-1	-2	-15	-3	-9	7	-2	0.0	-1	COc1ccc(C(=O)c2c(N)sc3c2CCN(C(=O)OC(C)(C)C)C3)cc1
-2	7	-6	2	-4	0	-3	2	0.1	1	Cc1cc(C)cc(C(=O)NCC(=O)OCC(=O)N2c3ccccc3NC(=O)C2(C)C)c1
5	16	-9	2	4	-6	-2	2	0.1	7	COc1ccc(NC(=S)N(Cc2ccc(C(=O)O)cc2)Cc2ccc(OC)c(OC)c2)cc1
-4	15	4	-3	7	5	-8	-1	-0.5	0	COc1ccc(CC(=O)N(C)CC(=O)Nc2ccccc2SC)cc1

Another view of part of the listing above:
compound	TDP2 inh	ARFGAP1 inhibitor	ADAM10 inh	PLC-gamma1 inh	Tn6 DDE FP	Tn7 DDE FP	LEDGF integ inh	ADAM17 inh	KLK7 zymogen act	ASAP1 inh
CC(C)N1CCC(C)(C(=O)Nc2ccc(Cl)c(Cl)c2)C1 (stereo unspecified)	3	4	-7	-3	7	6	3	-5	-0.7	-4
CCCC(=O)Nc1ccc2c(c1)COC2=O	10	-1	-4	1	2	2	-2	-3	-0.8	-6
CCOc1ccc(NC(=O)C(=O)NCC2CCCN2CC)cc1 (stereo unspecified)	8	-2	-4	-1	-1	-4	-2	-5	-0.6	-7
CCc1ccc(OCC(=O)NNC(=O)c2cc(S(=O)(=O)N(C)C)ccc2N2CCCC2)cc1	-6	-17	-44	-30	-2	0	0	-11	-0.4	7

ADAM17 inh: what is marked active above.
TDP2 inh	ARFGAP1 inhibitor	ADAM10 inh	PLC-gamma1 inh	Tn6 DDE FP	Tn7 DDE FP	LEDGF integ inh	ADAM17 inh	KLK7 zymogen act	ASAP1 inh	SMILES
0	9	20*	-3	-4	-4	1	8.8*	-0.7	13	Cc1noc(C)c1COc1ccc(C(=O)OCC(=O)Nc2ccc3ccccc3c2)cc1

Following part.
TDP2 inh	ARFGAP1 inhibitor	ADAM10 inh	PLC-gamma1 inh	Tn6 DDE FP	Tn7 DDE FP	LEDGF integ inh	ADAM17 inh	KLK7 zymogen act	ASAP1 inh	SMILES
-6	1	4	1	4	1	5	1	0.0	0	COc1nc(N(C#N)CC(N)=O)nc(N2CCCC2)n1
9	3	-3	3	0	-3	-3	-3	-0.5	3	OC(CCN1CCOCC1)c1ccccc1 (stereo unspecified)
4	-16	7	-3	-2	12	0	1	-0.3	-11	CCC(c1n[nH]c(=S)n1-c1ccccc1)N(C)C (stereo unspecified)
-20	4	12	1	-8	-2	0	-10	0.1	2	Cc1ccc(C)c(NC(=O)CN(C)S(=O)(=O)c2ccc(F)cc2)c1
-12	11	-1	1	-2	-2	1	1	0.4	-10	Cc1n[nH]c(=O)c2c(NC(=O)COC(=O)c3cc(F)cc(F)c3)oc(C)c12
-2	5	-13	3	0	0	-3	-1	0.0	13	Cc1cccc(NC(=O)c2ccc3c(c2)CCN3S(C)(=O)=O)c1
-6	-11	1	-2	5	6	-1	0	0.1	9	CCOC(=O)CNC(=O)C1CCCc2c1[nH]c1ccc(Cl)cc21 (stereo unspecified)

Taken from above.
CCOC(=O)CNC(=O)C1CCCc2c1[nH]c1ccc(Cl)cc21 (stereo unspecified) in ADAM10 inh has 1
CCC(c1n[nH]c(=S)n1-c1ccccc1)N(C)C (stereo unspecified) in PLC-gamma1 inh has -3
COc1nc(N(C#N)CC(N)=O)nc(N2CCCC2)n1 in TDP2 inh has -6
